SENP8 inh = human SENP8 protease inhibitors, primary screen, biochemical, fluorescence, Nedd8 protein substrate, uHTS; Sentrin-specific protease 8 (Homo sapiens), Q96LD8; recombinant SENP8; inhibition, % at 20 µM; 0.64% of 360,000 active; in the data active means inhibition mostly above about 40%, no sharp cut-off; inactive means mostly below about 27%
Target sequence (Q96LD8 whole entry, looked up): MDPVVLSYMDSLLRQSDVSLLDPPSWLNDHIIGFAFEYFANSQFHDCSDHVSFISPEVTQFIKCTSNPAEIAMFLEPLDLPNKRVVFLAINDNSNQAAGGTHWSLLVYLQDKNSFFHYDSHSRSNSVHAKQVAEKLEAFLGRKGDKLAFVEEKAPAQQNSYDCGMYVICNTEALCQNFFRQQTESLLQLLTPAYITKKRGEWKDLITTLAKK
SENP1 FRET inh = human SENP1 catalytic domain inhibitors, primary screen, biochemical, FRET, uHTS; Sentrin-specific protease 1 (Homo sapiens), Q9P0U3; recombinant SENP1 catalytic domain, CyPet-SUMO1-YPet FRET cleavage; inhibition, % at 10 µM; 0.21% of 360,000 active;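 active means inhibition at least 30% at 10 µM, raw YFP signal under a set limit, fluorescence ratio 0.5 to 1.5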;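 further: 0% = enzyme with DMSO and 100% = no enzyme wells; some results filed as inactive read as strong as hits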
Target sequence (Q9P0U3 419-644 limits assumed): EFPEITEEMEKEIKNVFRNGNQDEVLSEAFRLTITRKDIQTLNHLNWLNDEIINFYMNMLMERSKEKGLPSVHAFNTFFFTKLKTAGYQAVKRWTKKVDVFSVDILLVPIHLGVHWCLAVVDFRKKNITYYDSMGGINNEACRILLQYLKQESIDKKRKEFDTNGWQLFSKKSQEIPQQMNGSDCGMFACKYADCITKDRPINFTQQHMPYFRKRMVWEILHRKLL
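Material – human SENP1 catalytic domain · Input – SENP1 enzyme, 20 pM final · Compound dosing – single concentration of 10 µM compound, 0.5% DMSO final · Timing – enzyme reaction for 50 min at room temperature, dark · Measured by – FRET fluorescence in CFP and YFP emission channels · Control set – no-enzyme wells low, DMSO-plus-enzyme wells high control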
* hit, by the source's call.

The opening 15 entries, to show the layout:
SMILES	SENP8 inh	SENP1 FRET inh
CCCOc1ccc(F)cc1-c1cc(C(=O)Nc2cc(OC)c(OC)c(OC)c2)[nH]n1	14	-2
Cc1cccc(S(=O)(=O)NC(=O)C2(C)CCN2C(=O)CC2CCCCC2)c1 (stereo not drawn)	16	4
COc1cccc(NC(=O)C2(C)CCN2CCc2ccccc2)c1 (stereo not drawn)	20	1
COc1ccc(-c2ccccc2)cc1NC(=O)[C@@H]1O[C@H](CO)[C@H](O)[C@H](O)[C@H]1O	32	-1
CC1(C(=O)NS(=O)(=O)C2CC2)CCN(C(=O)c2cccc(Cl)c2)C1 (stereo not drawn)	6	-1
CCc1nc2ccc(C(=O)NCC3CCCCC3)cn2c1N(C)Cc1ccc(OC)cc1	-2	-11
NC(Cc1ccc(F)cc1)c1csc(Nc2ccc(C(=O)c3ccccc3)cc2)n1 (stereo not drawn)	-449	-6
OCc1cccc(-c2csc(C(O)c3ccccc3)n2)c1 (stereo not drawn)	13	1
CC1(C(=O)Nc2ccc3nc[nH]c3c2)CCN1C(=O)C1(c2ccccc2)CCCC1 (stereo not drawn)	27	1
O=C(NC(c1ccc2ccccc2n1)c1cccs1)C1CCN(Cc2cccc(C(F)(F)F)c2)CC1 (stereo not drawn)	-3	-19
COc1cccc(C(=O)N2[C@H](COCc3ccccc3)C=CS2(=O)=O)c1	16	2
CCCCN(C)c1c(C)nc2ccc(C(=O)Nc3ccc(OC)c(OC)c3)cn12	9	0
Cc1ccc(CC2(C)C(=O)Nc3c(Cl)ccc(Cl)c32)cc1 (stereo not drawn)	13	3
Cc1cc(C)cc(CC(=O)N2CCC2(C)C(=O)NS(=O)(=O)c2ccccc2C)c1 (stereo not drawn)	17	1
CC(C)(C)c1ccccc1NC(=O)Nc1nc(C(N)c2ccccc2)cs1 (stereo not drawn)	21	1

The list itself, repeating the preview:
SMILES	SENP8 inh	SENP1 FRET inh
CCCOc1ccc(F)cc1-c1cc(C(=O)Nc2cc(OC)c(OC)c(OC)c2)[nH]n1	14	-2
Cc1cccc(S(=O)(=O)NC(=O)C2(C)CCN2C(=O)CC2CCCCC2)c1 (stereo not drawn)	16	4
COc1cccc(NC(=O)C2(C)CCN2CCc2ccccc2)c1 (stereo not drawn)	20	1
COc1ccc(-c2ccccc2)cc1NC(=O)[C@@H]1O[C@H](CO)[C@H](O)[C@H](O)[C@H]1O	32	-1
CC1(C(=O)NS(=O)(=O)C2CC2)CCN(C(=O)c2cccc(Cl)c2)C1 (stereo not drawn)	6	-1
CCc1nc2ccc(C(=O)NCC3CCCCC3)cn2c1N(C)Cc1ccc(OC)cc1	-2	-11
NC(Cc1ccc(F)cc1)c1csc(Nc2ccc(C(=O)c3ccccc3)cc2)n1 (stereo not drawn)	-449	-6
OCc1cccc(-c2csc(C(O)c3ccccc3)n2)c1 (stereo not drawn)	13	1
CC1(C(=O)Nc2ccc3nc[nH]c3c2)CCN1C(=O)C1(c2ccccc2)CCCC1 (stereo not drawn)	27	1
O=C(NC(c1ccc2ccccc2n1)c1cccs1)C1CCN(Cc2cccc(C(F)(F)F)c2)CC1 (stereo not drawn)	-3	-19
COc1cccc(C(=O)N2[C@H](COCc3ccccc3)C=CS2(=O)=O)c1	16	2
CCCCN(C)c1c(C)nc2ccc(C(=O)Nc3ccc(OC)c(OC)c3)cn12	9	0
Cc1ccc(CC2(C)C(=O)Nc3c(Cl)ccc(Cl)c32)cc1 (stereo not drawn)	13	3
Cc1cc(C)cc(CC(=O)N2CCC2(C)C(=O)NS(=O)(=O)c2ccccc2C)c1 (stereo not drawn)	17	1
CC(C)(C)c1ccccc1NC(=O)Nc1nc(C(N)c2ccccc2)cs1 (stereo not drawn)	21	1
OC(c1ccc(-c2ccccc2)cc1)c1ncc(-c2cccc(F)c2)[nH]1 (stereo not drawn)	10	-1
CCCS(=O)(=O)NC(=O)C1(C)CCN(C(=O)c2cccc3ccccc23)C1 (stereo not drawn)	13	3
NC(=O)c1cccc(-c2coc3c(C(=O)NC4CCCCC4)cccc23)c1	5	1
CCOC(=O)[C@]12CCC=C1N(Cc1ccc3c(c1)OCO3)C(=O)[C@H](CC(=O)NCc1cccc3ccccc13)C2	-20	-1
O=C(NC1CCCCC1)C(c1ccncc1)n1c(=O)c(-c2cc3ccccc3[nH]2)nc2ccccc21 (stereo not drawn)	-419	-17
CSc1ccc(CN2CCC(C)(Oc3ccccc3C)C2)cc1 (stereo not drawn)	28	2
CC(C)C1CC2=C(C(=O)OC(C)(C)O2)C(c2ccc(F)cc2)O1 (stereo not drawn)	21	-1
CCOC(=O)[C@]12CCCC=C1N(Cc1ccc(Cl)cc1Cl)C(=O)[C@H](CC(=O)NCc1ccc(C)o1)C2	12	-2
CN(Cc1ccccc1)c1cc2c(c3c1ccn3C)C1CCC2O1 (stereo not drawn)	-48	-19
COc1ccc(C(=O)c2[nH]c(N)c(C(=O)NCCc3c[nH]c4ccccc34)c2-c2ccc(Br)cc2)cc1	-7	-18
CCOC(=O)CC1(C)Oc2ccccc2N1S(=O)(=O)c1ccc(C)cc1 (stereo not drawn)	17	2
Cc1ccc(C)c(C(O)c2ncc(-c3ccc(C(F)(F)F)cc3)[nH]2)c1 (stereo not drawn)	8	1
CCOC(=O)C1(C)CCCN(C(=O)c2ccc3ccccc3c2)C1 (stereo not drawn)	14	2
CC(=O)c1cccc(-c2csc3ncnc(Sc4nnnn4C)c23)c1	-1	2
CC(=O)C(=Cc1ccccc1)c1ccccc1	15	-1
CCOC(=O)C1=C[C@@H](C(C)(C)C)N(S(=O)(=O)c2ccc(C)cc2)[C@H]1c1ccccc1	14	2
CCCC(=O)N1CCC1(C)C(=O)Nc1ccccc1-c1ccccc1 (stereo not drawn)	13	-1
O=C(O)c1cccc(-c2csc(C(O)c3ccc(F)cc3)n2)c1 (stereo not drawn)	13	4
CNc1ncnc2c1ncn2[C@H]1CN(CCOC)C[C@@H](CO)O1	14	0
NC(CO)c1csc(NC(=O)Nc2ccccc2Cc2ccccc2)n1 (stereo not drawn)	20	-1
CC(C)C[C@H]1CN(CCCC[C@H]2CNC(=O)C(=O)N2CCC2CCCCC2)C(=O)C(=O)N1CCC1CCCCC1	17	0
COc1ccccc1Cc1c(-c2cccc(Br)c2)nc2ccc(Br)cn12	-11	14
CC1(C(=O)NS(=O)(=O)C2CC2)CCN(C(=O)c2ccc(F)c(Cl)c2)C1 (stereo not drawn)	18	2
CCCc1nc2ccccc2n1C(CC)C(=O)NC(C)(C)C (stereo not drawn)	19	4
CC(C)[C@@H]1Cc2[nH]n(C)c(=O)c2[C@H](c2ccc(F)cc2)O1	2	2
COc1ccc(NC(=O)c2cc(-c3ccc(F)cc3OC)n[nH]2)c(C)c1	13	0
CN(C)CCNc1cccc2sc3ccc(O)cc3c(=O)c12	36	49*
COc1ccc(-c2coc3c(C(=O)NCCN(C)C)cccc23)c(C)c1	12	0
COc1ccc(C(C)=O)cc1CC1(C)C(=O)Nc2ccc(-c3cccc(C(F)(F)F)c3)cc21 (stereo not drawn)	9	0
CC1(C(=O)NS(=O)(=O)c2ccc(F)cc2F)CCN1C(=O)CC1CC1 (stereo not drawn)	9	2
Cc1cccc(N(C)c2cc(-c3ccc(F)cc3)nc3ccnn23)c1	-262	-30
OC[C@@H]1CN(Cc2ccc(F)cc2)C[C@H](n2cnc3c(Nc4ccccc4)ncnc32)O1	-44	0
CCC(c1nnnn1-c1ccc2c(c1)OCCO2)N1CCN(C/C=C/c2ccccc2)CC1 (stereo not drawn)	9	1
CSCCNC(=O)C1(C)CCN1C(=O)c1ccc(C(C)(C)C)cc1 (stereo not drawn)	-2	-3
Cc1ccc(C(NC(=O)C2CCN(CCCOc3ccccc3)CC2)c2ccccn2)cc1 (stereo not drawn)	18	1
O=C(Nc1ccccc1)c1cc(C2CCCN(C(=O)C/C=C/c3ccccc3)C2)on1 (stereo not drawn)	5	2
CC(=O)Nc1ccc(-c2ccnc3c2CC(C(=O)NCC2CC2)O3)cc1 (stereo not drawn)	-3	1
CCOC(=O)[C@]12CCCC=C1N(Cc1cccc3ccccc13)C(=O)[C@H](CC(=O)N1CCN(C(=O)C3CC3)CC1)C2	11	0
COc1cc(OC)nc(C(NC(=O)C2CCN(Cc3ccc(Oc4ccccc4)cc3)CC2)c2ccccc2C)n1 (stereo not drawn)	8	0
O=C(NC1CCCC1)C1c2ccccc2OCC(=O)N1CCc1c[nH]c2ccccc12 (stereo not drawn)	13	3
Cc1ccc(CN2C(=O)CCC2(C)c2nnnn2Cc2ccccc2)cc1 (stereo not drawn)	-1	2
COc1cccc(-c2cnc(C(O)c3ccc(Cl)c(Cl)c3)[nH]2)c1 (stereo not drawn)	8	-2
CSCCC(c1nnnn1C1CCCC1)N1CCN(C/C=C/c2ccccc2)CC1 (stereo not drawn)	15	2
COc1ccc(F)cc1-c1cc(NC=O)c2ncc(-c3cccc(C(F)(F)F)c3)n2c1	-398	-1
CC(C)N1CCC1(C)C(=O)Nc1ccc2scnc2c1 (stereo not drawn)	2	2
The listing continues.
SMILES	SENP8 inh	SENP1 FRET inh
O=C(Nc1ccc(Oc2ccccc2)cc1)c1csc([C@@H]2C[C@H](O)[C@@H](CO)O2)n1	12	-1
O=C(c1ccc(Cl)c(Cl)c1)N1CCC(=O)N([C@H](COCc2ccc(Cl)cc2)Cc2ccccc2)CC1	17	0
O=C1[C@@H](c2ccccc2)CC[C@@H]2C=CC[C@H]3CCN1[C@@H]32	-17	0
CC(C)Oc1cccc(NC(=O)C2(C)CCN2C(=O)C(C)C)c1 (stereo not drawn)	3	0
Cc1ccc(S(=O)(=O)N2CCC(=O)N([C@H](COCc3cccc(Cl)c3)C(C)C)CC2)cc1	1	0
O=C(Nc1ccc2c(c1)OCCO2)C1c2ccccc2OCC(=O)N1Cc1ccco1 (stereo not drawn)	8	1
COc1ccc(C2=Nc3ccccc3N(C(=O)c3cccnc3)C2C(=O)NC2CCCC2)cc1 (stereo not drawn)	-37	2
CC1(CO)CCCC1NCCNC1CCCC1(C)CO (stereo not drawn)	12	-3
CCOC(=O)C[C@@H]1OC[C@H](CO)N1S(=O)(=O)c1ccc(C)cc1	24	-1
COc1cccc(C(C)(O)c2nc(-c3ccccc3)cs2)c1 (stereo not drawn)	3	1
O=C(CC[C@H]1O[C@@H](n2cnc3c(NC(=O)c4ccccc4)ncnc32)[C@H](O)[C@@H]1O)NCc1ccco1	22	1
[O-][n+]1cc(Cl)cc(Cl)c1	15	1
CC1(C(=O)Nc2ccc3c(c2)OCCO3)CCN1C(=O)C1(c2ccccc2)CC1 (stereo not drawn)	9	1
Cn1c(NCc2ccccc2F)nc2cc(-c3ccsc3)sc2c1=O	-86	-1
COc1cccc(C(O)c2nc(-c3cncnc3)cs2)c1 (stereo not drawn)	2	-1
CCc1nc2c(OCCOc3ccc(F)cc3)cccn2c1N(C)C(=O)c1ccc(OC)cc1	9	-3
COc1ccc(CN2C(=O)C(CC(=O)NCCCCc3ccccc3)CC(C(=O)N3CCCCCC3)=C2C)cc1 (stereo not drawn)	7	-1
CCc1nc2c(OCc3ccc(C(F)(F)F)cc3)cccn2c1N(C=O)Cc1ccc(OC)cc1	16	-1
Cc1cccc(C)c1NC(=O)C1(C)CSCC(=O)N1Cc1ccco1 (stereo not drawn)	14	-2
CCc1nc2ccc(C(=O)N(C)C(C)C)cn2c1N(CC)Cc1cccc(Br)c1	4	-2
CCCCCCCCN1C(=O)[C@H](CC(=O)NCCCN2CCCC2=O)C[C@@]2(C(=O)OC)CCCCC=C12	9	2
CN1CCN(c2cccc3c2S(=O)(=O)N[C@H](Cc2ccccc2)CO3)CC1	4	0
CCOC1=C2[C@H](c3ccc(CC)cc3)N(S(=O)(=O)c3ccc(C)cc3)C[C@H]2C(C#N)(C#N)C(C#N)(C#N)C1	5	3
Cc1cc(C)cc(C(O)c2ncc(-c3ccccc3)[nH]2)c1 (stereo not drawn)	8	2
COc1ccc(OC(F)(F)F)cc1CC1(C)C(=O)Nc2cccc(Cl)c21 (stereo not drawn)	16	1
COC(=O)c1cnc(Nc2nc(C(N)Cc3ccc(Cl)cc3)cs2)nc1C(F)(F)F (stereo not drawn)	28	0
Clc1ccc2nc(-c3ccco3)c(Cc3ccsc3)n2c1	-66	-1
CCc1ccc(N2C=C(C(=O)OC)C(c3ccccc3F)C(C#N)=C2N)cc1 (stereo not drawn)	-82	-18
CCOC(=O)[C@]12CCC=C1N(Cc1ccco1)C(=O)[C@H](CC(=O)N1CCN(C(=O)C3CC3)CC1)C2	8	-2
CCNC(=O)C1(C)CCN(C(=O)c2cccc(OC(C)=O)c2C)C1 (stereo not drawn)	-3	0
CCc1nc2ccc(C(=O)N3CCCC(C(N)=O)C3)cn2c1N(C)Cc1ccc(OC)cc1 (stereo not drawn)	16	-5
Fc1ccc(CCn2c(Cn3c(-c4cnccn4)nc4ccccc43)nc3ccccc32)cc1	-405	-5
CCc1nc2c(OCc3ccc(C(F)(F)F)cc3)cccn2c1N(C)C(C)=O	4	-3
CCCCC[C@H](C)N1C[C@@H](COCc2ccccc2)Oc2cc(N3CCC[C@H]3COC)ccc2S1(=O)=O	8	-1
CC(=O)Oc1ccc(Cn2c(C)c(C(=O)N(C)Cc3ccc(F)cc3)sc2=O)cc1	-1	2
COc1ccc(CN(C)C(=O)/C=C/[C@H]2O[C@@H](n3cnc4c(N)ncnc43)[C@H](O)[C@@H]2O)cc1OC	8	2
CN(C)c1cc(C(=O)N(C)c2ccccc2)ncn1	-6	-2
COc1ccccc1-c1cnc(C(O)c2ccc(Cl)c(Cl)c2)[nH]1 (stereo not drawn)	4	-2
Cc1c(C(=O)NCc2cccc(Cl)c2)sc(=O)n1Cc1ccc(C(=O)N(C)C)cc1	3	4

This is a subset; rates above refer to the full screens.
